Screens from PubChem BioAssay.
CRFBP-R2 block = antagonists of CRF-BP/CRF-R2 complex, primary screen, cell-based, HEK293, calcium dye fluorescence, uHTS; AID 588475, 2011; CRF-induced calcium fluorescence; 350,000 compounds, 0.59% hits; inhibition, % at 11.8 µM;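 active = inhibition of the ligand-induced calcium signal above about 50% at the single tested concentration, limit read from the data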
CHRM4 PAM = human M4 muscarinic receptor positive allosteric modulators, primary screen, CHO-K1 cells, Fluo-8 calcium fluorescence | 360,000 compounds, 0.4% hits | CHO-K1 hM4/Gqi5, ACh EC20; 0% = ACh EC20, 100% = maximal ACh | activation, % at 3 µM | Muscarinic acetylcholine receptor M4 (Homo sapiens), P08173;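 active = activation above its plate's cutoff, the mean activation of sample wells plus 3 SD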; also: some results filed as inactive read as strong as hits
Target sequence (P08173 whole entry, looked up): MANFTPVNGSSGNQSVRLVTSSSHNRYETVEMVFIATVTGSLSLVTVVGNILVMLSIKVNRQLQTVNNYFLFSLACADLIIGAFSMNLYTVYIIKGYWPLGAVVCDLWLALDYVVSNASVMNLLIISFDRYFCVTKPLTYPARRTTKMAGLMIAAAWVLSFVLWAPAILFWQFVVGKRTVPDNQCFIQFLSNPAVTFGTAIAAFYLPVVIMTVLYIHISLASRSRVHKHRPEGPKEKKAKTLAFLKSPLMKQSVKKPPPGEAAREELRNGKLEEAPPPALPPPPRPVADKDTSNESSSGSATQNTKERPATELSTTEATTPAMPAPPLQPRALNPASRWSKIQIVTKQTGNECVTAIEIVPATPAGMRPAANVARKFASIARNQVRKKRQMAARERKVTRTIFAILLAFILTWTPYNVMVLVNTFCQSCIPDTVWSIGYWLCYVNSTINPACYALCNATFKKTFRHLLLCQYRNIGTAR
CHRM4 antagonist = human M4 muscarinic receptor antagonists, primary screen, CHO cells, Fluo-8 calcium fluorescence. Muscarinic acetylcholine receptor M4 (Homo sapiens), P08173. CHO-hM4 cells, ACh EC80. inhibition, % at 3 µM. 360,000 compounds, 0.73% hits;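 active = inhibition above its plate's cutoff, the mean inhibition of sample wells plus 3 SD, cut at about 27% in these data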;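 also: 0% = acetylcholine EC80 with DMSO and 100% = DMSO without agonist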
CRFR2-BP ag = agonists of CRF-BP/CRF-R2 complex, primary screen, cell-based, HEK293, calcium dye fluorescence, uHTS | CRF-binding protein / CRF receptor 2 complex (human) | calcium dye fluorescence (FLIPR); percent of saturating CRF peptide response | activation, % at 13.2 µM | 350,000 compounds, 0.46% hits;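 active = activation of at least 50%, plus an integration ratio under a set limit after plate pattern correction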;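 also: plate controls were neutral control wells without compound for no effect and CRF at EC100 for full effect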
CHRM4 agonist = human M4 muscarinic receptor agonists, primary screen, CHO-K1 cells, Fluo-8 calcium fluorescence | CHO-K1 hM4/Gqi5; vehicle 0%, full acetylcholine response 100% | Muscarinic acetylcholine receptor M4 (Homo sapiens), P08173 | 360,000 compounds, 0.14% hits | activation, % at 3 µM;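 active = activation above the run mean over all test wells plus 3 SD, cut at about 32% in these data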;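 also: peak over basal fluorescence ratio per well then scaled between controls; 0% = DMSO wells and 100% = acetylcholine at EC100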
CHRM5 agonist = human M5 muscarinic receptor agonists, primary screen, CHO-K1 cells, Fluo-8 calcium fluorescence. activation, % at 3 µM. AID 624037, 2012. 360,000 compounds, 0.19% hits. CHO-K1 hM5 cells; 0% DMSO wells, 100% maximal acetylcholine response. Muscarinic acetylcholine receptor M5 (Homo sapiens), P08912;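 active = activation above the run's mean over test compounds plus 3 SD, cut at about 23% in these data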;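 also: signal is peak over basal fluorescence ratio across the kinetic read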
Target sequence (P08912 whole entry, looked up): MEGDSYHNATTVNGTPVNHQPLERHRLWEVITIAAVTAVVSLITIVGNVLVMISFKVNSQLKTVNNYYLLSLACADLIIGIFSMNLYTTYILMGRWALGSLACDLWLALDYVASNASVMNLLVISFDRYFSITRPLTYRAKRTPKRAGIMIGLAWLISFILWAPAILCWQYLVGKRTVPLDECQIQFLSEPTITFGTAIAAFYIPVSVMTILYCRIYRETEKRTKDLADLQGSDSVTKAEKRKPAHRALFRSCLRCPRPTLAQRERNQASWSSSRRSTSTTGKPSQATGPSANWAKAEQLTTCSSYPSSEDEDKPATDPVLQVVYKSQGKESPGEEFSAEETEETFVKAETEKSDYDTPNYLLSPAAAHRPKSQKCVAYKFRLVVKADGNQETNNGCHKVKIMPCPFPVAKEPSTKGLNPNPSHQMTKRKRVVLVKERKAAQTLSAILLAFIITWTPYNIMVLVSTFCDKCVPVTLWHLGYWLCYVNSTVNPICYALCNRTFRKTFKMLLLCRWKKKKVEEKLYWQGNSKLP
CHRM5 antagonist = human M5 muscarinic receptor antagonists, primary screen, CHO cells, Fluo-8 calcium fluorescence; CHO-hM5 cells, ACh EC80; Muscarinic acetylcholine receptor M5 (Homo sapiens), P08912; 360,000 compounds, 0.59% hits; inhibition, % at 3 µM;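 active = inhibition above a per-plate cutoff, the mean of that plate's test compounds plus 3 SD, cut at about 27% in these data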;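 also: 0% = acetylcholine EC80 with DMSO and 100% = DMSO without agonist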
IDE inh = human IDE inhibitors in live cells, primary screen, fluorescence polarization, HEK cells, FAbetaB substrate | Insulin-degrading enzyme (Homo sapiens), P14735 | FAbetaB cleavage | inhibition, % at 5.59 µM | 320,000 compounds, 0.41% hits;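 active = percent inhibition above the average of all tested compounds plus 3 SD, set per screening campaign, cut at about 16% in these data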;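 also: IDE supplied by intact live HEK cells; FP after avidin binding of uncleaved biotin substrate so inhibition keeps polarization high; 0% = DMSO wells and 100% = 60 µM reference IDE inhibitor Ii1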
CHRM5 PAM = human M5 muscarinic receptor positive allosteric modulators, primary screen, CHO-K1 cells, Fluo-8 calcium fluorescence; CHO-K1 hM5, ACh EC20 PAM; 0% = ACh EC20, 100% = ACh EC100; activation, % at 3 µM; 360,000 compounds, 0.3% hits;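 active = activation above the run cutoff, the mean activation of all test compounds plus 3 SD, cut at about 18% in these data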
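Assay system – human M5 receptor in CHO-K1 cells · Read-out – % activation, ACh-normalized · Technique – Fluo-8 calcium fluorescence · Dosing – single-point, 3 µM nominal · Incubation – Fluo-8 loading 80 min at 37 °C plus 30 min room temperature · Repeats – singlicate, one well per test compound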
Numbers without * were called inactive; x = no result given.

SMILES	CRFBP-R2 block	CHRM4 PAM	CHRM4 antagonist	CRFR2-BP ag	CHRM4 agonist	CHRM5 agonist	CHRM5 antagonist	IDE inh	CHRM5 PAM
COc1ccc(CN2CCN(C(=O)c3ccc4nc(N5CCOCC5)sc4c3)CC2)c(OC)c1OC	-2.1	-2.4	0.2	-0.2	2.7	1.0	6.2	5.2	2.3
O=C(CC1CCCC1)N1CCN(S(=O)(=O)c2ccccc2)CC1	-6.6	-0.3	7.6	-0.5	4.3	-2.1	8.3	-0.4	1.1
Nc1nc(CN2CCN(c3ccccc3F)CC2)nc(Nc2ccc3c(c2)OCCO3)n1	-19.0	5.9	-20.4	-7.3	9.6	1.9	-3.6	-5.1	-8.2
COc1ccc(/C=C/C(=O)NCC(=O)N/N=C/c2cc(Br)ccc2OC)cc1	-36.9	1.7	3.2	0.1	3.4	0.1	-6.4	1.7	-1.8
CCN(CC)C(=S)SCC(=O)NC12CC3CC(CC(C3)C1)C2	-19.5	-1.9	3.8	-2.5	-0.1	-0.1	-0.1	5.4	5.0
S=C(Nc1cccc(Cl)c1)NC1CCCCC1	38.4	-9.3	10.3	10.9	11.2	4.9	7.7	0.3	-13.1
CCOC(=O)C1=C(c2ccccc2)NC(SC)=C(C#N)C1c1cccnc1 (stereo not given)	0.3	-2.0	-9.5	1.8	0.3	1.1	-8.5	3.4	0.9
CCc1nnc(NC(=O)CSc2nnc(CNc3ccc(Cl)cc3)o2)s1	1.2	3.5	13.9	0.4	1.7	3.0	-1.8	2.9	4.8
O=C1CCCc2cc3c(ccc4ccccc43)cc21	-0.8	-4.2	18.6	1.2	5.6	3.3	17.4	x	-5.9
Cc1ccc(NS(=O)(=O)c2cccc(C(=O)NNC(=O)c3ccco3)c2)c(C)c1	2.7	2.7	-3.9	-1.5	2.5	0.9	3.3	-5.4	0.8
O=C(C1CCCO1)N1CCN(C(=S)Nc2ccc(Br)cc2)CC1 (stereo not given)	17.5	0.5	1.0	1.4	3.2	2.4	5.1	-2.2	-3.6
Cc1nc2cc(NC(=O)c3ccco3)ccc2n1C	4.5	6.5	2.3	1.2	1.3	-3.1	-1.7	0.3	4.5
COc1cc(C)c(Cl)cc1S(=O)(=O)N1CCSC1	11.4	6.3	-19.5	0.2	-0.3	1.3	0.4	x	-1.4
COc1ccc(OC)c(-c2cc(C3CCN(C(=O)OC(C)(C)C)CC3)[nH]n2)c1	4.3	-5.3	0.2	-1.1	1.4	4.6	14.0	2.9	-3.8
CCn1c(SCC(=O)NCC2CCCO2)nc2c(c1=O)SC(C)C2 (stereo not given)	1.6	6.4	-1.1	-0.8	-0.5	2.4	0.9	0.0	-3.9
CCCc1nc2ccccc2n1C(=S)SC	21.3	-3.3	-1.5	-5.8	-0.8	-1.3	8.6	-1.1	-4.5
CC(C)N(Cc1ccccc1)C(=O)CN1C(=O)NC2(CCCC2)C1=O	0.9	11.4	-7.0	-0.6	3.1	1.4	9.1	2.2	0.9
O=C(Nc1ccc2nc3n(c(=O)c2c1)CCCCC3)c1c(F)ccc([N+](=O)[O-])c1F	-3.5	0.7	-6.8	-0.5	7.0	1.8	-7.1	-6.5	1.4
CC(C)OCCCNC(=O)COc1ccc2oc3c(c2c1)CCCC3	-7.0	-1.5	1.4	-1.1	1.1	-2.4	-4.2	4.8	-0.7
Cc1nn(CC(=O)NCCCN2CCCC2)c(=O)c2nn(-c3ccccc3)c(C)c12	-13.5	-6.0	5.0	2.5	0.8	-4.2	0.4	-1.1	-0.4
CC(=O)NC1=NN(C(C)=O)C(C)(CS(=O)(=O)c2ccc3ccccc3c2)S1 (stereo not given)	12.8	3.0	-9.6	-2.8	0.7	-1.3	-2.4	7.2	-2.4
O=C(Cn1ccc(=O)[nH]c1=O)Nc1nccs1	-16.5	4.6	0.8	-2.4	0.1	1.0	10.9	x	-2.0
CN(CCOc1cccc2ccccc12)Cc1ccccc1	-6.5	0.5	-2.1	1.2	-0.8	2.6	-1.9	-5.3	5.0
CC(C)C(NC(=S)NCc1ccccc1)C(=O)O (stereo not given)	-0.9	5.0	-4.9	0.3	0.4	-9.4	5.3	-4.6	-6.8
CC(=O)COC(=O)C1=NN(c2ccccc2)C(=O)CC1	7.5	2.8	-1.0	-0.6	-0.3	-0.3	7.9	-1.3	-1.2

Pulled by compound from above:
SMILES	CRFBP-R2 block	CHRM4 PAM	CHRM4 antagonist	CRFR2-BP ag	CHRM4 agonist	CHRM5 agonist	CHRM5 antagonist	IDE inh	CHRM5 PAM
COc1ccc(/C=C/C(=O)NCC(=O)N/N=C/c2cc(Br)ccc2OC)cc1	-36.9	1.7	3.2	0.1	3.4	0.1	-6.4	1.7	-1.8
Cc1nn(CC(=O)NCCCN2CCCC2)c(=O)c2nn(-c3ccccc3)c(C)c12	-13.5	-6.0	5.0	2.5	0.8	-4.2	0.4	-1.1	-0.4

Additional entries
SMILES	CRFBP-R2 block	CHRM4 PAM	CHRM4 antagonist	CRFR2-BP ag	CHRM4 agonist	CHRM5 agonist	CHRM5 antagonist	IDE inh	CHRM5 PAM
O=C(O)CC/C(=C\c1ccc2c(c1)OCO2)c1nc2ccccc2s1	-6.3	2.2	-1.6	2.6	0.6	-3.9	10.3	0.5	-1.7
Cc1ccc(S(=O)(=O)Nc2ccc(C(=O)Nc3ccncc3)cc2)cc1	-0.2	-3.2	5.4	0.5	0.7	-2.8	-0.8	0.8	-3.0
COc1c(C)cc(C(=O)C2CCCN(C(=O)CCc3scnc3C)C2)cc1C (stereo not given)	36.3	12.3	11.6	-0.2	4.4	-2.4	10.9	2.1	0.9
COc1ccc(CC(=O)N[C@@H](CCSC)C(=O)N2CCC3(CC2)NCCc2[nH]cnc23)cc1	-0.5	0.0	-2.6	1.1	1.2	-4.2	7.0	2.4	-3.6
CC(=O)NCCOc1cccc2cccnc12	-12.4	3.0	-3.6	0.1	0.2	-0.9	12.1	2.2	-5.7
c1cncc(CSc2nnc3ccc(-c4ccncc4)nn23)c1	-11.3	3.5	2.7	1.3	0.2	-3.2	12.0	1.9	-0.7
CCSc1ccc2nnc(-c3ccc(F)cc3)n2n1	-14.6	-3.0	3.9	-0.8	-1.6	-3.5	1.0	2.2	-1.8
Cc1c(Cl)c(C(=O)N2CCCC2)nn1C	-1.8	-1.7	7.4	-2.1	0.7	-1.6	6.6	0.1	-3.7
CCOC(=O)c1c(-c2ccccc2)csc1NC(=O)CSc1nc(C)cc(C)n1	26.7	-5.7	-9.8	-0.6	1.0	-1.6	4.2	6.6	-11.7
COC(=O)c1nn(-c2cccc(Cl)c2)cc(OC)c1=O	-15.0	1.0	-2.6	-2.3	-0.1	-3.1	10.8	3.4	-0.1
COc1cc(OC)c2c(-c3cccc(-c4ccc(F)c(Cl)c4)c3)cc(=O)oc2c1	-6.6	10.8	-17.1	11.2	0.1	4.6	-6.6	x	2.7
Cc1ccc(C2=NN(C(=O)COc3ncnc4ccccc34)C(c3ccco3)C2)cc1 (stereo not given)	-7.4	-0.6	0.8	2.0	-1.1	-7.3	7.9	0.3	0.2
CCC(C)(C)n1nnnc1C(c1ccccc1F)N1CCC(C(N)=O)CC1 (stereo not given)	-0.6	5.7	-5.2	-5.0	0.9	-3.2	2.8	-3.5	0.4
CCOC(=O)c1nnn(-c2nonc2N)c1CSc1ccc(C)cc1	-17.4	2.1	-4.8	-1.5	0.9	-8.0	-6.2	9.5	-6.9
COc1ccc(CNC(=O)C(NC(C)=O)C(=O)Nc2ccc(C(C)C)cc2)cc1 (stereo not given)	0.0	9.5	-2.2	-1.9	1.7	-0.2	-8.9	-1.6	7.2
Cc1nc2nc(C)c(CCC(=O)N3CCN(c4ccccc4)CC3)c(C)n2n1	7.2	-2.9	3.1	-2.8	0.4	0.3	-0.1	0.0	-6.3
O=C(Nc1ccc(Cl)cn1)c1ccc2c(Cl)c3c(nc2c1)CCC3	0.0	3.5	0.3	1.9	0.0	-1.9	-6.7	1.1	8.1
O=C(COC(=O)CNC(=O)c1ccccc1F)NCC(F)(F)F	6.6	1.5	5.6	-0.8	1.0	5.1	7.7	1.1	16.4
CCCC[C@@H]1CC2=C(C(=O)OC(C)(C)O2)[C@@H](c2ccc(Cl)cc2)O1	x	-4.3	-4.6	x	-2.1	-5.2	-0.6	x	-7.4
COCCN1CCN(c2c(C)c(C)nc3cc(-c4cccc(OC)c4)nn23)CC1	11.4	9.2	0.5	-0.8	1.9	0.5	1.5	-3.9	1.4
CCOC(=O)c1c(C)[nH]c(C(=O)OC(C)C(=O)Nc2ccccc2OC)c1C (stereo not given)	6.3	-4.4	9.4	0.3	2.4	-3.6	21.0	1.1	-9.4
CCc1cc(C(=O)O)c(NC(=O)C(c2ccccc2)c2ccccc2)s1	16.4	-1.0	0.9	-0.5	-1.1	-3.4	-5.0	8.2	3.4
CC(=O)Nc1ccc(S(=O)(=O)N(C)CC(=O)OCC(=O)NCc2ccco2)cc1	8.2	9.2	2.1	2.9	0.6	1.9	7.7	7.3	1.5
CC(=O)OC(C)CS(=O)(=O)c1ccccc1 (stereo not given)	-4.4	4.8	-13.1	-0.7	1.4	4.8	7.2	7.4	5.0
CSc1nc(N(C)NC(=O)c2ccccc2)c2ccccc2n1	15.7	-4.6	-7.2	-0.3	1.1	0.5	-3.5	3.7	2.7
(cont.)
SMILES	CRFBP-R2 block	CHRM4 PAM	CHRM4 antagonist	CRFR2-BP ag	CHRM4 agonist	CHRM5 agonist	CHRM5 antagonist	IDE inh	CHRM5 PAM
CN(CCC#N)C(=O)CSc1ncnc2sc(-c3ccccc3)cc12	9.0	-1.7	-3.8	-1.4	3.0	-0.2	4.2	6.5	-3.6
CCN1CCN(c2ccc(S(=O)(=O)N3CCOCC3)cc2NC(=O)c2sccc2C)CC1	3.8	-7.5	-3.7	0.5	1.6	0.2	-0.6	-0.1	-4.0
O=C(CN(c1cccc(C(F)(F)F)c1)S(=O)(=O)c1ccccc1)N1CCOCC1	-15.1	-3.5	-11.2	0.9	0.9	-6.9	-8.4	6.0	-4.4
CCN(C(=O)CSc1nc2scc(-c3ccccc3)c2c(=O)n1N)C1CCS(=O)(=O)C1 (stereo not given)	-1.9	7.6	-4.3	4.4	-0.1	0.8	4.0	x	5.7
COc1ccccc1CCNC(=O)CSc1nc(-c2ccco2)cc(C(F)(F)F)n1	35.0	0.9	-10.6	-3.4	0.4	0.9	-0.2	-0.7	-4.4
COc1ccc(C2/C=C\CN(C(=O)CC(C)C)CC(=O)N2Cc2ccc(F)cc2)cc1 (stereo not given)	1.3	-1.0	0.4	-0.7	5.4	0.5	8.6	x	-2.1
S=C(NCc1ccco1)Nc1ccc(Oc2ccc(Cl)cc2)cc1	5.9	-7.8	9.1	-1.2	8.3	0.1	7.0	1.5	-13.9
Cc1occc1C(=O)Nc1c(F)c(F)c(F)c(F)c1F	-1.7	4.6	7.6	0.6	-0.1	-5.5	-13.8	-1.3	18.2*
